Screening results: PubChem BioAssay, several laboratories
NTR1 agonist – agonists of NTR1, primary screen, imaging, U2OS cells, beta-arrestin-GFP, high content (AID 493036); activation, % at 20 µM; actives 0.17% (n = 330,000); P30989; NTR1-U2OS beta-arrestin-GFP spot imaging, agonist mode;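 active = activation at or above 40% of the spot to cytoplasm intensity ratio, with at least 20 cells analyzed; inconclusive = wells under 20 cells, flagged as cytotoxic or low count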;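 note: 0% = DMSO without peptide and 100% = 100 nM NTR1 peptide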
Target sequence (P30989 whole entry, looked up): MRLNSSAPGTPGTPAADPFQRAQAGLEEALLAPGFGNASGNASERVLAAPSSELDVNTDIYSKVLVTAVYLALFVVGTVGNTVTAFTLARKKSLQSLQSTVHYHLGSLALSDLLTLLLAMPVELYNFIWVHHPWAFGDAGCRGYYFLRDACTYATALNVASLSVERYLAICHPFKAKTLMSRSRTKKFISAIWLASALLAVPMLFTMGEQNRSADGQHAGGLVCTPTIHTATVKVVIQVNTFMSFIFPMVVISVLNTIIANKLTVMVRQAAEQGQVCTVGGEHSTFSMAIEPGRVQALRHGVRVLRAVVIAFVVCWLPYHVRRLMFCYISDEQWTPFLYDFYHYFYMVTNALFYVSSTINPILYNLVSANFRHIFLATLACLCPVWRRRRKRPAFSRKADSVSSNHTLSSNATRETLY
KOR beta-arrestin-1 – kappa opioid receptor blockers – cell-based, luminescence, uHTS (AID 1778); actives 0.091% (n = 290,000); KOR beta-arrestin recruitment, luminescence, antagonist mode; higher % means a stronger effect; inhibition, % at 10 µM; hits with a dose series show IC50 in µM; in the data active = inhibition above about 50%; note: strong numbers were not always called active
GPR35 antagonists – inhibition of zaprinast-stimulated GPR35 beta-arrestin translocation – imaging, U2OS, beta-arrestin-GFP, zaprinast agonist, primary screen (AID 2058); U2OS GPR35 beta-arrestin-GFP translocation imaging, zaprinast antagonism; higher % means a stronger effect; inhibition, % at 10 µM; hits with a dose series show IC50 in µM; actives 0.052% (n = 290,000);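 active = inhibition of at least 50% with at least 30 cells and total cytoplasm GFP at most 10,000,000; inconclusive = under 30 cells or total GFP of 10,000,000 plus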
T cell modulator – T cell immune modulation candidate; AID 2052; actives 0.068% (n = 330,000); calls only at 7 µM; 2C CD8+ T cell-vesicle binding, flow cytometry; stronger effect = lower value;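 active = response, share of CD8 T cells binding vesicles, and their 90th percentile fluorescence all below set limits, cut at about 80% in these data, passing the limit was not always enough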
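Also added: QL9-peptide-loaded Drosophila micro-vesicles bearing Ld, ICAM-1 and B7-1; Test system: purified 2C TCR transgenic mouse naive CD8+ T cells; Measured by: cytometric PE anti-B7-1 and Alexa647 anti-CD8 signals after 1% paraformaldehyde fixation; Timing: binding step 1.5 h, 37 °C, antibody labelling 20 min, ice.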
KOR beta-arrestin-2 – KOR agonists, beta-arrestin recruitment, primary screen, cell-based, luminescence, uHTS (AID 1777) | KOR beta-arrestin recruitment, luminescence; higher % means a stronger effect | activation, % at 10 µM; hits with a dose series show EC50 in µM | actives 0.02% (n = 280,000); in the data active = activation above about 50%, passing the limit was not always enough; note: a part of the inactive calls stands beside numbers as strong as those of hits
GPR55 antagonists – inhibition of LPI-stimulated GPR55 beta-arrestin translocation – imaging, U2OS, beta-arrestin-GFP, LPI agonist, primary screen (AID 2013); actives 0.13% (n = 290,000); U2OS GPR55 beta-arrestin-GFP translocation imaging, LPI antagonism; higher % means a stronger effect; inhibition, % at 10 µM; hits with a dose series show IC50 in µM;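 active = spots per cell inhibited over 60%, with over 100 cells counted and total cytoplasm intensity under 500,000; inconclusive = wells with under 100 cells, flagged as likely toxic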;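 note: U2OS cells stably carrying GPR55 and arrestin-GFP stimulated by 5 µM LPI near EC80; imaged beta-arrestin-GFP aggregate spots per cell after agonist stimulation; plate controls were LPI-stimulated DMSO wells for no effect and DMSO wells without LPI for full effect; some results filed as inactive read as strong as hits; confirmed hits need IC50 under 10 µM and bright autofluorescent wells are also inconclusive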
GPR55 activation – GPR55 agonists via beta-arrestin recruitment, primary screen, imaging, U2OS cells, beta-arrestin-GFP redistribution (AID 1961); one-dose activation, % at 10 µM; EC50 in µM for titrated hits; U2OS GPR55 beta-arrestin-GFP redistribution imaging; higher % means a stronger effect; actives 0.048% (n = 290,000);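 active = activation above 40% with more than 50 cells counted in the well; inconclusive = wells holding fewer than 50 cells, flagged as toxic or sparse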;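 note: U2OS osteosarcoma cells stably expressing GPR55 and beta-arrestin-GFP; plate controls were DMSO negative control for no effect and LPI positive control for full effect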
Salmonella PhoP GFP – inhibitors of PhoP regulon expression, primary screen, Salmonella Typhimurium, GFP reporter (AID 1863); S. Typhimurium PhoP-regulated promoter GFP reporter, 4 h; higher % means a stronger effect; inhibition, % at 50 µM; hits with a dose series show IC50 in µM; actives 0.16% (n = 300,000);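 active = inhibition over 29.93%, a cutoff 3 SD above the screen mean, later confirmed by dose response; inconclusive = inhibition over 29.93% but no dose response follow-up; inactive = inhibition at most 29.93% or unconfirmed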;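 note: 0% = low Mg2+ inducing control and 100% = high Mg2+ repressing control; strong numbers were not always called active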
West Nile antiviral – inhibition of WNV-induced cytopathic effect – cell-based, CPE readout (AID 1621). West Nile virus-infected cells, CPE inhibition; higher % means a stronger effect. one-dose CPE inhibition, % at 10 µM; IC50 in µM for titrated hits. actives 0.02% (n = 290,000); in the data active = a potency from the dose series; inconclusive = CPE inhibition mostly from about 3.7% at the one dose, without a potency; inactive = the rest, 99 in 100 with CPE inhibition below about 2.2%; note: strong numbers were not always called active
T cell modulator vesicle-bound % – recorded beside T cell modulator, whose call it bears; double positive events, %; measured here: CD8+ vesicle-bound cell fraction;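 binding gate set so that unloaded-vesicle control wells show 10% double positive cells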
NTR1 agonist cell count 20 µM – second read-out of NTR1 agonist, no call of its own (marks repeat the call); cell count; measured here: cell count, cytotoxicity flag
* hit, by the source's call; i = inactive; ? = inconclusive; / = not tested or not shown; [ ] = another dose, or the depositor's remark. Random draw from the library. Share with any hit: about 0.62%.

SMILES	NTR1 agonist	NTR1 agonist cell count 20 µM	KOR beta-arrestin-1	GPR35 antagonists	T cell modulator	T cell modulator vesicle-bound %	KOR beta-arrestin-2	GPR55 antagonists	GPR55 activation	Salmonella PhoP GFP	West Nile antiviral
O=[N+]([O-])c1cc(Br)c2nsnc2c1N1CCOCC1	1.1	60	-72.1%[20 µM]	-10.0%	i	30.7	-1.3%	4.0%	-0.1%	3.6%	-0.6%
COc1ccc(-n2ncc(C(C)NS(=O)(=O)c3cc(F)ccc3C)c2C)cc1 (stereo unspecified)	0.7	60	14.9%	7.2%	i	63.3	6.3%	12.6%	-0.1%	12.6%	-1.0%
COC(=O)CSc1nc2ccccc2c(=O)n1Cc1ccccc1	-0.2	81	35.3%	-20.8%	i	11.2	0.6%	-0.6%	0.0%	-2.0%	-0.6%
CC(C)C(OC(=O)c1nsc(Cl)c1Cl)C(=O)NCc1ccc2c(c1)OCO2 (stereo unspecified)	1.4	48	-10.5%	-4.5%	i	34.6	9.4%	-0.4%	-0.1%	7.9%	-0.3%
O=C(O)CSCC(=O)NC1CCCc2ccccc21 (stereo unspecified)	0.4	50	-6.0%	-7.6%	i	9.4	6.5%	5.5%	-0.1%	-7.4%	0.5%
COc1cc(CNC(C)(C)CO)ccc1OCC(=O)NC(C)(C)C	1.8	32	26.9%	-1.3%	i	50.9	-2.7%	1.7%	0.5%	7.2%	-0.1%
O=C(C(Cl)c1ccccc1)N1CCOCC1 (stereo unspecified)	-0.5	57	-14.1%	16.1%	i	18.3	-1.3%	4.0%	-0.1%	11.3%	-0.5%
CCn1c2c(c(=N)c3ccccc31)CCC2	-0.3	44	-8.8%	3.4%	i	24.6	0.6%	-4.1%	-0.3%	/	?
CCc1ccccc1N1CC23C=CC(O2)C(C(=O)OC)C3C1=O (stereo unspecified)	-1.4	55	-23.0%	6.7%	i	47.9	-2.3%	2.4%	0.2%	7.0%	-0.3%
O=C(CCN1C(=O)c2ccccc2C1=O)N1CCN(C(=O)c2ccccc2)CC1	-0.3	91	-27.6%	-2.3%	i	16.7	-2.8%	3.4%	-0.1%	-6.8%	-0.1%
Cc1ccnc(NC(=O)CCCOc2ccccc2)c1	-0.1	79	-11.0%[20 µM]	16.7%	i	52.7	-3.3%	11.8%	-0.1%	3.3%	1.8%
N=C1/C(=C\c2ccc(OC(=O)c3ccco3)cc2)C(=O)N=C2SC(N3CCCCC3)=NN12	2.0	50	-22.2%[20 µM]	-6.2%	i	30.2	-4.5%	0.9%	0.0%	/	-0.4%
Cc1cc(C)c(S(=O)(=O)N2CCN(c3ccc([N+](=O)[O-])c(-n4nc(C)cc4C)c3)CC2)c(C)c1	1.7	55	-33.2%	5.7%	i	51.4	6.4%	5.0%	-0.1%	-3.0%	-0.8%
CCC(C)NC(=O)CSc1nnc(-c2ccncc2)n1-c1ccc(OC)cc1 (stereo unspecified)	0.0	57	5.9%	23.1%	i	19.1	0.5%	6.9%	-0.2%	20.4%	-0.6%
COc1c(C)cc(C(=O)C2CCCN(Cc3ccc(Oc4ncccn4)cc3)C2)cc1C (stereo unspecified)	3.3	52	-14.2%	-18.8%	i	26.2	-1.7%	3.0%	0.2%	-3.1%	-1.8%
Cc1cccc(Oc2nccc(C(F)(F)F)c2C(=O)Nc2ccc(F)cc2F)c1	1.0	51	7.0%	5.9%	i	53.3	0.6%	3.3%	-0.1%	-4.0%	-0.1%
Cc1ccc(S(=O)(=O)/N=C2\C=C(Nc3cccc(C(=O)O)c3)C(=O)c3ccccc32)cc1	-1.2	43	-60.8%	-8.9%	i	13.1	3.0%	-4.1%	0.1%	6.7%	1.4%
COc1ccc(-c2csc(N(CC3CCCO3)C(=O)c3cccs3)n2)cc1 (stereo unspecified)	4.5	86	17.3%	-9.5%	i	53.9	-5.4%	4.2%	-0.2%	6.5%	-1.2%
COC(=O)c1ccc(C(=O)OC)c(NC(=O)c2cnc3n(c2=O)CCS3)c1	2.0	50	10.6%	-9.4%	i	10.0	-6.7%	2.0%	0.0%	-12.6%	0.9%
COCCCNC(=O)C1CCCCN1S(=O)(=O)c1ccc(F)cc1 (stereo unspecified)	-2.0	65	4.8%	2.0%	i	22.4	-3.6%	6.5%	-0.1%	-5.1%	1.0%
COc1ccc(C(=O)Oc2cccc(Nc3ncnc4ccccc34)c2)cc1OC	6.2	73	-24.3%	1.8%	i	48.9	7.7%	0.9%	0.9%	15.1%	-0.2%
CCOC(=O)c1c(C)[nH]c(C(=O)OCCOc2ccc(Cl)cc2)c1C	1.2	79	0.9%	-10.4%	i	56.5	1.7%	8.8%	-0.1%	1.4%	-0.9%
O=C(O)/C=C/C(=O)Nc1ccc(Cl)cc1C(=O)c1ccccc1	-0.7	53	11.7%	11.2%	i	36.7	-3.9%	-1.6%	-0.1%	-1.4%	-0.8%
NS(=O)(=O)c1ccc(N2N=C(c3ccccc3)CC2c2ccc(F)cc2)cc1 (stereo unspecified)	20.6	69	-2.2%	-16.4%	i	12.4	-0.1%	11.6%	0.2%	9.5%	1.1%
Cc1onc(-c2ccccc2Cl)c1C(=O)OCC(=O)c1ccccc1	1.8	60	-11.1%	5.8%	i	36.1	-1.4%	53.2%	-0.1%	-2.3%	-1.2%

Three of the entries above in order of their number in KOR beta-arrestin-1, smallest number first:
structure,KOR beta-arrestin-1
COc1ccc(C(=O)Oc2cccc(Nc3ncnc4ccccc34)c2)cc1OC,-24.3%
NS(=O)(=O)c1ccc(N2N=C(c3ccccc3)CC2c2ccc(F)cc2)cc1 (stereo unspecified),-2.2%
Cc1cccc(Oc2nccc(C(F)(F)F)c2C(=O)Nc2ccc(F)cc2F)c1,7.0%

New compounds follow
SMILES	NTR1 agonist	NTR1 agonist cell count 20 µM	KOR beta-arrestin-1	GPR35 antagonists	T cell modulator	T cell modulator vesicle-bound %	KOR beta-arrestin-2	GPR55 antagonists	GPR55 activation	Salmonella PhoP GFP	West Nile antiviral
C=CCn1c(Cc2cccs2)nnc1SCC(=O)Nc1ccc(OC)c(OC)c1	0.9	97	31.8%	0.9%	i	11.1	-2.7%	1.6%	-0.1%	-9.6%	0.4%
Cn1c(CNC(=O)CNC(=O)Cc2ccccc2)cc(=O)n(C)c1=O	-0.7	57	-39.8%	6.9%	i	41.5	-5.1%	13.4%	0.2%	-3.9%	-0.2%
CCOC(=O)C(Cc1ccccc1)NS(=O)(=O)c1ccc(NC(C)=O)cc1 (stereo unspecified)	-2.0	87	-19.5%	0.3%	i	38.7	3.9%	7.0%	-0.1%	-3.6%	0.5%
O=C(Cn1cnc2c(cnn2-c2ccc(F)cc2)c1=O)N1CCCc2ccccc21	1.9	64	16.0%	6.0%	i	18.6	-5.6%	10.8%	-0.5%	-2.0%	-0.4%
COc1ccc(CN2C(=O)CCCc3ccccc32)cc1	1.8	33	21.8%[20 µM]	-6.8%	i	32.8	-5.0%	-7.6%	-0.1%	-3.8%	-0.7%
COc1ccc(/C=N/n2nnnc2N)c(OC)c1	-1.8	79	26.6%	-14.1%	i	40.7	-4.4%	9.2%	0.0%	0.5%	0.1%
CCOC(=O)c1[nH]ncc1[C@@H]1C[C@H]2CN(Cc3cccc(Cl)c3)C(=O)[C@]23CCCN13	-0.4	51	32.7%	-5.8%	i	24.1	-1.3%	2.4%	0.0%	-7.2%	0.0%
CCOC(=O)c1ccc(-n2ccnc2)c(NC(=O)c2ccc(C(C)(C)C)cc2)c1	0.2	52	6.9%	0.5%	i	5.9	6.3%	0.7%	0.0%	13.3%	-1.7%
CCCn1c(C)cc(C(=O)CSc2nc3ccccc3c(=O)n2Cc2ccco2)c1C	2.0	45	9.3%	9.7%	i	46.5	7.5%	2.1%	-0.4%	2.8%	-0.8%
CCO[C@H]1OC(C(=O)NCc2ccccc2)=C[C@@H](C)[C@@H]1CCCO	-0.5	28	-8.9%	-14.7%	i	31.8	0.0%	9.5%	0.5%	-5.1%	0.1%
OCCC1CN(Cc2nc3ccccc3s2)CCN1C1CCCC1 (stereo unspecified)	0.1	56	-43.5%[20 µM]	2.9%	i	36.5	/	13.0%	-0.1%	-4.0%	-0.4%
COc1cccc2c1nc(C)c1cc(C)oc12	-0.7	38	11.7%	2.6%	i	12.0	4.1%	-4.0%	-0.2%	9.5%	0.1%
Cc1cc(-c2ccccc2)[nH]c(=O)c1S(=O)(=O)c1ccc(Cl)cc1	-0.1	89	-2.4%	21.7%	i	19.3	-0.2%	19.5%	0.3%	-3.1%	-0.5%
COc1cc(OC)cc(-c2nnc(Sc3ccc(C=O)cc3[N+](=O)[O-])o2)c1	2.8	69	-34.9%	-11.1%	/	/	5.0%	-7.1%	-0.2%	-10.4%	0.2%
CN(Cc1ccccc1)C(=O)COC(=O)C1CCN(S(=O)(=O)c2cccs2)CC1	0.7	43	7.2%	8.8%	i	57.0	-3.4%	12.7%	-0.4%	5.2%	0.1%
O=C1c2ccccc2C(=O)N1CCOc1cccc(Br)c1	2.1	69	1.2%	5.4%	i	59.0	-1.6%	1.7%	1.4%	-1.3%	0.2%
CC(C)(C)OC(=O)NC(=NCCCc1cn(CC(=O)N2CCN(C(=O)OC(C)(C)C)CC2)nn1)NC(=O)OC(C)(C)C	0.3	30	-8.8%	-11.3%	/	/	4.3%	-1.7%	-0.1%	2.6%	0.0%
N#Cc1ccc(NC(=O)CN2CCN(c3ccccn3)CC2)cc1	-0.8	58	33.8%	-0.3%	i	52.6	-5.2%	1.0%	0.0%	-0.7%	-0.3%
COc1ccc(OC)c(NC(=O)c2ccc(NS(=O)(=O)c3c(C)noc3C)cc2)c1	-3.6	96	5.8%	-5.1%	i	54.9	-3.6%	-0.2%	1.5%	-9.0%	-0.2%
O=C(c1ccccc1)c1cnc[nH]1	0.4	56	20.3%	-12.2%	i	23.0	4.9%	4.5%	0.4%	-2.2%	0.4%
Cc1c(Cl)cccc1NS(=O)(=O)c1cccc2nsnc12	-0.1	62	26.8%	-4.4%	i	22.7	6.0%	6.7%	-0.2%	1.4%	-0.3%
CC(C)CC(=O)N1CCN(S(=O)(=O)c2ccc(Cl)cc2)CC1	0.5	29	-19.3%	12.6%	i	45.4	-4.1%	-2.0%	-0.1%	2.7%	0.3%
